Screening data: PubChem, National Center for Advancing Translational Sciences (NCATS)
JMJD2A Tudor inh: blocks the human JMJD2A Tudor domain; O75164; AlphaScreen JMJD2A-Tudor / H3K4me3 peptide binding; Potency, µM (doses to about 114 µM), for the others: top-dose activity change, negative = inhibition, usual class: inhibitors; actives 4.4% (n = 390,000); also: potency is read from the fitted curve at half-maximal effect; % is scaled to controls: 0 for no effect and ±100 for the full control effect; nearly all actives have a fitted effect of over 50% in size
Target sequence (O75164 whole entry, looked up, the tested form may be a part): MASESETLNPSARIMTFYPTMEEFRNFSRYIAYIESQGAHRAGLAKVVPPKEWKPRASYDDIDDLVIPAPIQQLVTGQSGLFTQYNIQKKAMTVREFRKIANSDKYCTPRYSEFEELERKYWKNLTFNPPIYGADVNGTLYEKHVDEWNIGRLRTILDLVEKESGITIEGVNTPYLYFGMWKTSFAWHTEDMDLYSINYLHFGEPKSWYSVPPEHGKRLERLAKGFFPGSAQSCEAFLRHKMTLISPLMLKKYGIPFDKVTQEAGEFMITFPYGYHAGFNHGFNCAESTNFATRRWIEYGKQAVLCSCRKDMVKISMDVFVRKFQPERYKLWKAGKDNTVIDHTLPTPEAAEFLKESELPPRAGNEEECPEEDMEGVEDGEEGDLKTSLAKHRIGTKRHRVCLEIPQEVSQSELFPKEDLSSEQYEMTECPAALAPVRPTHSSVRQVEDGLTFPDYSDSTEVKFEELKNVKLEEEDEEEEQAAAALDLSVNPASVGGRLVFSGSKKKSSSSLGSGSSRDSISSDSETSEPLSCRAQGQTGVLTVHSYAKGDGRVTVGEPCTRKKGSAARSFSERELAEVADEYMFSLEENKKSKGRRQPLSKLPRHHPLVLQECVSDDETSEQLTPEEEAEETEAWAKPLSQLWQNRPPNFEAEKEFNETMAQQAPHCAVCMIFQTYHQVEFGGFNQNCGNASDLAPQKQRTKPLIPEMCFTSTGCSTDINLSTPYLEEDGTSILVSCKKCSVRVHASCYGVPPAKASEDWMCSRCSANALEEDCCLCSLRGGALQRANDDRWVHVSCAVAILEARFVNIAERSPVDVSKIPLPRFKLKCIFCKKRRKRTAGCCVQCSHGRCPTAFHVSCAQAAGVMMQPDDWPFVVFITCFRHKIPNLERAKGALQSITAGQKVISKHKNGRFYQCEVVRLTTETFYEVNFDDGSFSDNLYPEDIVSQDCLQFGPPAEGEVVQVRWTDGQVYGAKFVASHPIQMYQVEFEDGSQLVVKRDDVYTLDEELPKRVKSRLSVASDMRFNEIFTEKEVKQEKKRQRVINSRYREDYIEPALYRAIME
G9a block: blocks human histone lysine methyltransferase G9a. Q96KQ7. G9a H3K9 monomethylation, AlphaScreen, 2 h. Potency, µM (highest dose often 102 µM), inactives show at the highest dose activity, negative = inhibition, actives largely listed as inhibitors. actives 8.8% (n = 350,000). AID 504332; also: potency is read from the fitted curve at half-maximal effect; % is scaled to controls: 0 for no effect and ±100 for the full control effect; nearly all actives have a fitted effect of over 75% in size
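G9a (20 nM) was preincubated 15 min with compound, then reacted 2 h at room temperature with 500 nM biotin-H3K9 peptide and 20 µM SAM. Monomethyl-H3K9 detected by AlphaScreen using anti-H3K9me1 antibody.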
Tb PGK inh: inhibitors of T. brucei phosphoglycerate kinase. P07378. PGK/GAPDH coupled, Kinase-Glo luminescence, 60 min. Potency, µM (doses to about 57.5 µM), inactives show top-dose activity change, negative = inhibition, actives largely listed as inhibitors. actives 0.043% (n = 380,000); also: potency is read from the fitted curve at half-maximal effect; % is scaled to controls: 0 for no effect and ±100 for the full control effect; nearly all actives have a fitted effect of over 60% in size
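Recombinant glycosomal PGK reaction used 1,3-bisphosphoglycerate generated in-well by GAPDH (100nM final) in 100mM TEA pH 7.6, 5mM MgCl2, 0.01% Tween-20. After 60 minutes at room temperature, ATP was read by Kinase-Glo Plus luminescence end-point.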
HP1b chromo inh: HP1-beta chromodomain-methylated histone interaction inhibition; AlphaScreen HP1-beta / biotin-H3K9me3 peptide binding; AID 540317; Potency, µM (highest dose often 114 µM), for the others: at the top dose activity change, negative = inhibition, hits mostly inhibitors; P83916; actives 0.56% (n = 390,000); also: potency is read from the fitted curve at half-maximal effect; nearly all actives have a fitted effect of over 70% in size; inactives centre near 23
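HP1-beta protein (50 nM final) preincubated 30 min at room temperature with biotinylated H3(1-18)K9me3 peptide (50 nM) in PBS pH 7.4, 0.01% Tween-20, then compound added for 30 min. AlphaScreen streptavidin donor/nickel chelate acceptor beads (10 ug/mL final), 30 min dark, luminescence read.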
Pin1 inhibitor: human Pin1 inhibition | Pin1 FP peptide displacement, HiFluor488, 10 min | Potency, µM (highest dose often 115 µM), without a hit: at the highest dose activity, negative = inhibition, hits mostly inhibitors | actives 0.009% (n = 390,000) | AID 504891; active = well fitted inhibition curve with a large enough effect in the polarisation, with a control signal flat, not every such curve was filed as active; inconclusive = small, poorly fitted or top-dose-only effect, or effect the other way, or a change in a side signal; inactive = no such curve, though single readings can be large or run the other way; the % refers to the polarisation; also: potency is read from the fitted curve at half-maximal effect; % is scaled to controls: 0 for no effect and ±100 for the full control effect
PI4K2A inh: blocks human PI4K2A kinase activity. actives 0.13% (n = 420,000). Q9BTU6. purified PI4K2A, ADP-Glo luminescence, 1 h; active compounds read low. AID 1346378. activity change, negative = inhibition, % at 76.9 µM; in the data active = activity change below about -50%; inconclusive = mostly about -30% to -49%;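 also: -100% = wells without enzyme as full effect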
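PI4K2A activity was measured by ADP-Glo luminescence: enzyme (4 ug/mL stock) and phosphatidylinositol (1.2 mM stock) in Tris pH 7.5/MgCl2/EGTA/Triton X-100 buffer were reacted with ATP (300 microM stock) for one hour at ambient temperature.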
GLS inh: glutaminase GLS (human) inhibition | O94925 | GLS enzymatic activity, qHTS titration | Potency, µM (titrated, usually from 45.5 µM), inactives show at the highest dose activity change, negative = inhibition, hits mostly inhibitors | actives 0.21% (n = 410,000); also: potency is read from the fitted curve at half-maximal effect; % is scaled to controls: 0 for no effect and ±100 for the full control effect
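Human kidney-isoform GLS in 45 mM KH2PO4 pH 8.2, 0.02% Tween-20, with compound, started with 1mM L-Glutamine (added stock). Glutamate oxidase/HRP/Amplex red coupled fluorescence read at start and after 30 min at RT.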
ERG Ets-DNA blk: ERG Ets/DNA interaction inhibition; P11308; actives 0.028% (n = 370,000); Potency, µM (doses to about 76.9 µM), inactives show at the top dose FP activity, negative = inhibition, actives largely listed as inhibitors; AID 624246; fluorescence polarization, His-ERG Ets domain / labelled DNA; active = well fitted inhibition curve with a large enough effect in the polarisation, with a control signal flat; inconclusive = small, poorly fitted or top-dose-only effect, or effect the other way, or a change in a side signal; inactive = no such curve, though single readings can be large or run the other way; the % refers to the polarisation;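 also: polarization taken with two DNA probes labelled with fluorescein and Texas red; potency is read from the fitted curve at half-maximal effect; % of control where 0% means no effect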
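His-tagged ERG Ets domain (1 uM in the protein solution; 300mM KCl, 50mM Tris-HCl, 1mM EDTA, 1mM DTT, pH 7.5) received compound, then a probe mix of 5 nM fluorescein-DNA and 100nM Texas-615-DNA. Fluorescence polarization was read for both dyes.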
BAZ2B inh: inhibitors of human BAZ2B bromodomain. AlphaScreen BAZ2B-H3K14Ac peptide displacement. AID 504333. Potency, µM (doses to about 114 µM), for the others: at the highest dose activity change, negative = inhibition, most hits filed as inhibitors. actives 4.4% (n = 360,000); also: potency is read from the fitted curve at half-maximal effect; % is scaled to controls: 0 for no effect and ±100 for the full control effect; nearly all actives have a fitted effect of over 60% in size
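AlphaScreen luminescence quantifies BAZ2B engagement of H3K14Ac peptide; the protein and biotinylated peptide are both at 50 nM final, buffer PBS pH 7.4 with 0.01% Tween-20, all steps at room temperature.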
* = called active by the depositor; i = inactive; ? = inconclusive; . = no result given; [ ] = dose if it differs, or a comment. Unless noted, calls follow the shape of the dose curve; as a rule, active = well fitted curve in the direction sought with a large enough effect; inconclusive = small, poorly fitted or top-dose-only effect, or another doubt; inactive = no such curve, though single readings can be large; an effect the other way counts as inactive or inconclusive.

| SMILES | JMJD2A Tudor inh | G9a block | Tb PGK inh | HP1b chromo inh | Pin1 inhibitor | PI4K2A inh | GLS inh | ERG Ets-DNA blk | BAZ2B inh |
| --- | --- | --- | --- | --- | --- | --- | --- | --- | --- |
| NCC(=O)NCC(=O)NC[C@H]1O[C@@H](n2ccc(=O)[nH]c2=O)[C@H](O)[C@@H]1O | -5% | . | 5% | 20% | -4% | 3 | 2% | 5% | . |
| O=[N+]([O-])c1ccc(N2CCN(CCOc3nonc3-c3ccccc3)CC2)c(Cl)c1 | -12% | 15%[0.501 µM] | i | 8% | -9% | 1 | -6% | . | ? |
| COc1ccc(-c2ccc3oc(-c4ccc(OC)cc4)c(C#CCCO)c3c2)cc1 | -8% | . | -7% | 41%[activator] | 0% | 5 | -10% | 8% | . |
| CCC(=O)Nc1ccccc1-c1nc2ccccc2n(C(C)C(=O)Nc2cccc(Cl)c2C)c1=O (stereo unspecified) | -13% | ? | -4% | 48%[activator] | 52%[activator] | 2 | 5% | -6% | ? |
| Cc1ccc(C(=O)CCC(=O)CCC(=O)O)cc1 | -4% | . | 0% | 15% | -3% | 2 | -14% | -3% | . |
| CCOc1ccccc1N(C)S(=O)(=O)c1ccc2c(c1)CC(C)N2C(=O)C1CC1 (stereo unspecified) | -7% | 4%[59 µM] | i | 70%[activator] | 0% | -4 | -4% | 7% | -25% |
| Cc1cc(C)c(NC(=O)Cn2c(=O)n(CCCCC(=O)NCc3ccccc3Cl)c(=O)c3ccccc32)c(C)c1 | -13% | -7%[59 µM] | -2% | 9% | -5% | 1 | 4% | 2% | 3% |
| CC1(C)CC(NC(=O)C2CCC(=O)N(C3CC3)C2)CC(C)(C)C1 (stereo unspecified) | -14% | 1% | -6% | 26% | -10% | 5 | -12% | -1% | -2% |
| CCCCN(C(=O)COc1ccc(NC(C)=O)cc1)C1CCS(=O)(=O)C1 (stereo unspecified) | -10% | 5% | 0% | 18% | 0% | -3 | 11% | -2% | -9% |
| CCC1CCCCN1C(=O)c1nn(-c2ccc(OC)cc2)c(=O)c2c1c1ccccc1n2C (stereo unspecified) | -2% | 12%[59 µM] | . | 48%[activator] | -4% | -1 | 0% | 0% | . |
| Cc1[nH]c(C)c(S(=O)(=O)N2CCN(c3ccccc3F)CC2)c1C(=O)N1CCCC1 | -9% | 13% | -2% | 37% | 6% | -8 | -12% | 15% | -19% |
| COc1ccc(C(=O)NNC(=S)NC(=O)c2ccccc2[N+](=O)[O-])cc1 | -9% | ? | i | 21% | -4% | -9 | 5% | -17% | 1% |
| Cc1ncc(CO)c2c1Oc1nc(-c3ccccc3Cl)nc(SCc3ccccc3F)c1C2 | -16% | -11%[59 µM] | -10% | 7% | -5% | 0 | -3% | 3% | -16% |
| Cc1ccc(CNC(=O)c2ccc(CSCc3cccc(C)c3)o2)cc1 | 15% | 4%[59 µM] | -1% | 45%[activator] | -8% | -2 | 3% | 1% | 26% |
| O=C(Nc1nnc(SCCN2CCOCC2)s1)C1CC(=O)N(c2ccc(F)cc2)C1 (stereo unspecified) | -24% | 45µM* | -2% | 23% | -7% | 0 | -6% | 11% | -30% |

6 consecutive compounds out of the list so far, quoted:
| SMILES | JMJD2A Tudor inh | G9a block | Tb PGK inh | HP1b chromo inh | Pin1 inhibitor | PI4K2A inh | GLS inh | ERG Ets-DNA blk | BAZ2B inh |
| --- | --- | --- | --- | --- | --- | --- | --- | --- | --- |
| NCC(=O)NCC(=O)NC[C@H]1O[C@@H](n2ccc(=O)[nH]c2=O)[C@H](O)[C@@H]1O | -5% | . | 5% | 20% | -4% | 3 | 2% | 5% | . |
| O=[N+]([O-])c1ccc(N2CCN(CCOc3nonc3-c3ccccc3)CC2)c(Cl)c1 | -12% | 15%[0.501 µM] | i | 8% | -9% | 1 | -6% | . | ? |
| COc1ccc(-c2ccc3oc(-c4ccc(OC)cc4)c(C#CCCO)c3c2)cc1 | -8% | . | -7% | 41%[activator] | 0% | 5 | -10% | 8% | . |
| CCC(=O)Nc1ccccc1-c1nc2ccccc2n(C(C)C(=O)Nc2cccc(Cl)c2C)c1=O (stereo unspecified) | -13% | ? | -4% | 48%[activator] | 52%[activator] | 2 | 5% | -6% | ? |
| Cc1ccc(C(=O)CCC(=O)CCC(=O)O)cc1 | -4% | . | 0% | 15% | -3% | 2 | -14% | -3% | . |
| CCOc1ccccc1N(C)S(=O)(=O)c1ccc2c(c1)CC(C)N2C(=O)C1CC1 (stereo unspecified) | -7% | 4%[59 µM] | i | 70%[activator] | 0% | -4 | -4% | 7% | -25% |

New compounds follow
| SMILES | JMJD2A Tudor inh | G9a block | Tb PGK inh | HP1b chromo inh | Pin1 inhibitor | PI4K2A inh | GLS inh | ERG Ets-DNA blk | BAZ2B inh |
| --- | --- | --- | --- | --- | --- | --- | --- | --- | --- |
| O=C(OCC(=O)N(Cc1ccccc1)C1CCS(=O)(=O)C1)c1cc2c(s1)CCCC2 (stereo unspecified) | -20% | ? | 1% | -1% | 0% | 2 | -2% | -2% | -2% |
| CCC1SC2=NC(C)=C(C(=O)OCC(C)C)C(/C=C/c3ccccc3OC)N2C1=O (stereo unspecified) | -16% | -45% | -8% | 18% | -3% | -3 | 13% | -16% | -11% |
| O=C(CN1C(=O)NC2(CCCCC2)C1=O)Nc1cccc2ncccc12 | -3% | -15%[12.7 µM] | 3% | 19% | 3% | 2 | 6% | -4% | -3% |
| Cc1cc(NC(=O)c2ccc(F)cc2)n(CCOC(=O)c2ccc(F)cc2)n1 | -9% | ? | 0% | 40%[activator] | 3% | 0 | 7% | 1% | 0% |
| O=S(=O)(NCCc1ccccn1)c1ccc(OC(F)(F)F)cc1 | 2% | -2% | -5% | 21% | -3% | 3 | 14% | -15% | 2% |
| CCOc1ccc(CNC(=O)C2CCN(S(=O)(=O)c3cn(C)cn3)CC2)cc1OC | 0% | ? | i | -13% | 0% | 4 | -8% | 4% | -12% |
| Cn1c2c(c(=O)n(C)c1=O)C(C(F)(F)F)(C(F)(F)F)N=C(CCC1CCCCC1)N2 | -11% | -3%[59 µM] | -2% | 60%[activator] | 26% | 2 | -6% | 9% | -4% |
| O=C(COC(=O)c1cc2ccccc2oc1=O)c1cccc([N+](=O)[O-])c1 | -4% | 6%[59 µM] | -8% | 8% | ? | -2 | 2% | -1% | -8% |
| COc1ccccc1NC(=O)c1sc2nc(C)c(C(=O)Nc3ccc(C)cc3C)c(-c3ccco3)c2c1N | -9% | -5%[59 µM] | -1% | 39% | ? | -5 | 5% | 2% | 0% |
| CCN(C(=O)COC(=O)[C@H](C)N=C1NS(=O)(=O)c2ccccc21)C1CCS(=O)(=O)C1 (stereo partly specified) | -14% | -1% | -5% | 22% | -1% | 11 | -2% | 22% | -3% |
| Cc1ccc(N/N=C(\C#N)C(=N)N2CCOCC2)cc1 | ? | ? | -7% | 12% | -11% | 3 | 19% | 4% | -30% |
| COCCNC(=O)c1nn2c(C(F)(F)F)cc(-c3ccccc3)nc2c1Cl | -1% | -10% | 3% | 33% | 0% | -3 | 6% | 8% | -3% |
| O=[N+]([O-])c1cccc(-c2noc3c2-c2nc(Cc4cccc5ccccc45)sc2CC3)c1 | -34% | -37%[12.7 µM] | 4% | 0% | -1% | 3 | 1% | -10% | -27% |
| CCOC(=O)COc1ccc(C)cc1C(=O)c1ccn2nc(-c3ccc(Cl)cc3)cc2n1 | -4% | 10%[59 µM] | 7% | 15% | 0% | 3 | -3% | 9% | -14% |
| Cc1ccc2c(c1)N(CCC(=O)NCc1ccc3c(c1)OCO3)C(=O)CO2 | -11% | 10%[0.0925 µM] | i | 39%[activator] | 3% | 0 | -1% | -2% | 11% |
| Cc1ccc(-c2cc(Cc3ccccn3)c(=O)[nH]n2)cc1 | 1% | -1% | -7% | 2% | 0% | -9 | -4% | -3% | -37% |
| O=C(NCCN1CCOCC1)c1cnn2c(-c3ccccc3)cc(-c3ccccc3)nc12 | -1% | . | 2% | 42% | 8% | 1 | 2% | -5% | 3% |
| CC1CC(C)(C)NC(=S)N1CCCC(=O)N1CCN(c2ccc(F)cc2)CC1 (stereo unspecified) | -11% | -13%[59 µM] | -1% | 3% | -8% | 2 | 0% | 3% | -4% |
| CCN(C(=O)COc1ccccc1C(=O)NCc1ccccc1)C1CCS(=O)(=O)C1 (stereo unspecified) | 4% | ? | 0% | 22% | 0% | 5 | -8% | 8% | 0% |
| CCOC(=O)C1(Cc2ccc(Cl)cc2)CCN(C(=O)CCc2ccncc2)CC1 | -4% | . | 2% | 36% | -1% | 1 | 2% | -14% | 5% |
| Cc1cccc(N2CCN(S(=O)(=O)c3ccc4oc(=O)c5ncn(C)c5c4c3)CC2C)c1 (stereo unspecified) | -4% | -19%[59 µM] | -4% | 13% | -1% | 2 | -6% | 0% | -28% |
| CCCOc1cccc(C2/C(=C(/O)c3ccc(OC)cc3)C(=O)C(=O)N2CCN(C)C)c1 (stereo unspecified) | -26% | 50µM* | 4% | 17% | 1% | 7 | 25% | 2% | 2% |
| COc1ccc(C(=O)NCC(=O)Nc2ccccc2)cc1OC | -13% | 22%[59 µM] | i | 18% | -13% | 6 | 12% | 8% | 47%[activator] |
